High-throughput results as filed in PubChem.
V1aR counter: activates human V1a receptor in oxytocin agonist counter-screen | CHO-V1R cells, Fluo-8 calcium fluorescence, agonist mode; 0% DMSO, 100% 3 nM vasopressin | actives 0.25% (n = 320,000) | activation, % at 3 µM | AID 2797;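 active = activation above the mean activation of all tested compounds plus 3 SD, per screening run, cut at about 20% in these data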;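 also: signal is peak over basal fluorescence ratio across a 100 second FLIPR read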
GPR7 antag: human neuropeptides B/W receptor 1 antagonism; GPR7-expressing cells, fluorescence antagonist assay; inhibition, % at 4.4 µM; P48145; actives 1.1% (n = 290,000); AID 1861; in the data active = inhibition above about 16%, passing the limit was not always enough;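 also: cells stimulated with the agonist NPW; 0% = agonist with vehicle and 100% = vehicle without agonist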
Target sequence (P48145 whole entry, looked up): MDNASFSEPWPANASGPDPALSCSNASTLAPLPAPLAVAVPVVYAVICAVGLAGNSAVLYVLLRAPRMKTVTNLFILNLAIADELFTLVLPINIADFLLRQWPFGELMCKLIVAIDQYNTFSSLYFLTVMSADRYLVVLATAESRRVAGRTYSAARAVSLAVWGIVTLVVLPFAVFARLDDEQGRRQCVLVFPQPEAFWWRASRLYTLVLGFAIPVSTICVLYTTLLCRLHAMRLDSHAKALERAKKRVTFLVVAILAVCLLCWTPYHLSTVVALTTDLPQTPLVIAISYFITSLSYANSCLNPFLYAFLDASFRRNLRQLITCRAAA
OXTR potentiate: potentiators of human oxytocin receptor; P30559; CHO-OTR cells, Fluo-8 calcium fluorescence, potentiator mode; 0% = oxytocin EC15, 100% = EC100; activation, % at 3 µM; actives 0.061% (n = 320,000); AID 2445;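 active = activation above that plate's cutoff, the mean activation of tested compounds plus 3 SD, cut at about 6.6% in these data, passing the limit was not always enough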;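 also: 100% uses oxytocin at 75 nM as the full agonist control; some results filed as inactive read as strong as hits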
Target sequence (P30559 whole entry, looked up): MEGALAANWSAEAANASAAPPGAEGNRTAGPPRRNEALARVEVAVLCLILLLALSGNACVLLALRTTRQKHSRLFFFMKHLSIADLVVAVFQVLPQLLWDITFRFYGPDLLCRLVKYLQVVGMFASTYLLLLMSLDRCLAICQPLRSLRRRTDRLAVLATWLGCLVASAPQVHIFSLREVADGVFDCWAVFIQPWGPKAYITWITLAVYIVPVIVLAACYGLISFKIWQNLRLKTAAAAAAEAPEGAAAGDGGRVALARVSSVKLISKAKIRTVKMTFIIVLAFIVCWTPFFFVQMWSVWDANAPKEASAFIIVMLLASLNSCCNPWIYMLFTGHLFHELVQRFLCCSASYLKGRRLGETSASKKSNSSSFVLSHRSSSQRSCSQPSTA
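System: human OTR in CHO cells / Also added: sub-maximal oxytocin, roughly EC15 / Control set: EC15 oxytocin low, 75 nM oxytocin high / Schedule: 6 min compound pre-incubation at room temperature, 100 s kinetic read / Compound: single-point 3.0 µM / Replication: singlicate / Technique: Fluo-8 calcium dye fluorescence / Read-out basis: % activation of max/min ratio relative to oxytocin controls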
GalR3 antag: human GalR3 antagonism | HEK293 GalR3-CNG cAMP membrane potential fluorescence; galR3 body fused to GalR1 C-terminus | inhibition, % at 3 µM | actives 0.44% (n = 360,000) | AID 651719;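 active = inhibition above the screen-wide average plus 3 SD, cut at about 13% in these data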;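 also: forskolin and galanin both at EC90 stimulate the cells; cAMP rise reported by CNG channel membrane potential dye signal; 0% = forskolin plus galanin with DMSO and 100% = forskolin alone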
Target sequence (O60755 1-299 limits assumed): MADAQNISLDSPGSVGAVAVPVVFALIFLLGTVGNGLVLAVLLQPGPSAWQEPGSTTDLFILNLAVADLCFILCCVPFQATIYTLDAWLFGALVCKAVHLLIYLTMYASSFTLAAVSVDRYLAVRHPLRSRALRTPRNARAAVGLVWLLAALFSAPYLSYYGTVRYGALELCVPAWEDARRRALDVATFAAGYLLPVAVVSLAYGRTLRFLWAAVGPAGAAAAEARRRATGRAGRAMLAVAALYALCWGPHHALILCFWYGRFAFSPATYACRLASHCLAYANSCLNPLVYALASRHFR
PfM18AAP inh: PfM18AAP enzyme inhibition. recombinant PfM18AAP, H-Glu-NHMec fluorogenic cleavage. inhibition, % at 7.35 µM. actives 1.2% (n = 290,000). AID 1822;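 active = inhibition above the campaign mean inhibition over all tested compounds plus 3 SD, cut at about 28% in these data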;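 also: 0% = plate median of test compound wells and 100% = 2 mM ZnCl2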
NALP1 inh: inhibitors of NALP1 inflammasome in yeast; S. cerevisiae NALP1/ASC/caspase-1 growth, X-gal OD620, 72 h; inhibition, % at 10 µM; actives 0.61% (n = 280,000); AID 2071; in the data active = inhibition mostly above about 24%, no sharp cut-off; inactive = mostly below about 32%; also: some compounds called inactive have numbers as strong as hits
MEKK2 WT-MEK5: raises or lowers MEK5 binding to wildtype human MEKK2 PB1 domain; actives 1.1% (n = 290,000); binding response (% of control), % at 10 µM; Q9Y2U5; AID 1531; bead flow cytometry, Alexa488-MEK5 binding to MEKK2 WT; actives lie on both sides; in the data active = binding response below about 67% or above about 130%
OXTR agonist: activates the human oxytocin receptor. P30559. actives 0.32% (n = 320,000). activation, % at 3 µM. CHO-OTR cells, Fluo-8 calcium fluorescence; normalized: DMSO 0%, oxytocin 100%;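 active = activation above the mean of all tested compounds plus 3 SD, cutoff set per screening run, cut at about 20% in these data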;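 also: peak over basal fluorescence ratio from a 100 s FLIPR kinetic read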
MEKK2mut PB1 HTS: signal of MEK5 binding to mutant human MEKK2 PB1 domain | actives 0.35% (n = 290,000) | percent response, % at 10 µM | AID 1530 | bead flow cytometry, Alexa488-MEK5 binding to MEKK2 mutant; in the data active = percent response above about 24%, passing the limit was not always enough; also: inactives centre near 1; some results filed as inactive read as strong as hits
* = called active by the depositor; . = no result given.

Below each SMILES: V1aR counter, GPR7 antag, OXTR potentiate, GalR3 antag, PfM18AAP inh, NALP1 inh, MEKK2 WT-MEK5, OXTR agonist, MEKK2mut PB1 HTS
COc1ccc(OC)c(NC(=O)c2ccc3c(c2)C(=O)N(c2ccc(OC(C)=O)cc2)C3=O)c1
 : 0.4, -3, -3, -5, -4, 25, 105, 0.8, 10
CC(=O)Nc1ccc(C2=CC(=O)CC(C)(C)C2)cc1
 : 0.1, ., -1, 5, ., ., ., 1.5, .
N=c1n(CC(=O)c2ccc([N+](=O)[O-])cc2)c2ccccc2n1Cc1ccccc1Cl
 : 0.1, -4, -3, -4, 16, 47, 122, 0.5, 0
COc1ccc(OC)c2[nH]c(=O)c(CCNC(C)=O)cc12
 : -0.5, -2, -5, 1, -2, ., 102, -0.2, -2
CCc1cccc(NC(=O)[C@@H]2CCCN2C2=NS(=O)(=O)c3ccccc32)c1
 : 0.4, ., -9, -4, ., ., ., 0.6, .
COc1ccc(NC(=O)CCN2C(=O)/C(=C/c3ccc4c(c3)OCO4)SC2=S)cc1
 : 1.6, -10, -8, -3, 3, ., 101, 0.1, -3
Cc1c(NC(=O)C(C)OC(=O)c2ccc([N+](=O)[O-])s2)c(=O)n(-c2ccccc2)n1C (configuration not stated)
 : -0.2, -9, -1, -9, 5, 0, 94, 0.0, -3
OCCN1CCN(CCOc2ccccc2-c2ccccc2)CC1
 : 1.5, -8, -4, 2, -11, 18, 98, -1.3, -4
CCOC(=O)c1c(C)nc(C)c(C(=O)OCC)c1-c1ccco1
 : -0.4, -16, 0, -1, 1, 28, 104, -1.2, 7
COCCCNC(=O)c1ccccc1C(F)(F)F
 : 1.0, -5, 0, -4, -17, ., 76, 2.2, -31

Reprinted from the part before: four compounds; new compounds follow.
Below each SMILES: V1aR counter, GPR7 antag, OXTR potentiate, GalR3 antag, PfM18AAP inh, NALP1 inh, MEKK2 WT-MEK5, OXTR agonist, MEKK2mut PB1 HTS
Cc1c(NC(=O)C(C)OC(=O)c2ccc([N+](=O)[O-])s2)c(=O)n(-c2ccccc2)n1C (configuration not stated)
 : -0.2, -9, -1, -9, 5, 0, 94, 0.0, -3
OCCN1CCN(CCOc2ccccc2-c2ccccc2)CC1
 : 1.5, -8, -4, 2, -11, 18, 98, -1.3, -4
CCOC(=O)c1c(C)nc(C)c(C(=O)OCC)c1-c1ccco1
 : -0.4, -16, 0, -1, 1, 28, 104, -1.2, 7
COCCCNC(=O)c1ccccc1C(F)(F)F
 : 1.0, -5, 0, -4, -17, ., 76, 2.2, -31
N#Cc1c(-c2ccccc2)nc(SCc2cccc(C(F)(F)F)c2)[nH]c1=O
 : -1.1, -1, -7, -12, 1, 6, 98, -1.6, -2
O=C(Nc1ccsc1C(=O)NC1CCCCC1)c1ccccc1
 : -0.8, 1, 0, -6, -5, 38, 96, -2.0, 3
CSc1ncc(CN2CCCC(C(=O)Nc3ccc(-c4ccco4)cc3)C2)cn1 (configuration not stated)
 : -1.1, 3, -20, -6, -14, 18, 97, -1.0, -1
Clc1cccc(CSc2ccc(-c3cccnc3)nn2)c1
 : -0.9, 13, -11, -3, 2, -2, 90, -1.9, -9
COc1nc(Oc2ccc(=O)n(C)n2)nc(N(C)C)n1
 : 0.4, -10, -8, -1, 5, 26, 100, -0.4, 2
CC(C)(C)OC(=O)C[C@H]1C/C=C\C[C@@H](CC(=O)N(CCO)Cc2ccccc2)C(=O)N[C@@H](Cc2ccccc2)COC1=O
 : -0.1, ., -5, -2, ., ., ., -2.0, .
COc1ccc(-c2nn(-c3ccccc3)cc2C(=O)NCCCn2ccnc2)cc1
 : 0.9, -6, -9, 2, 4, -3, 94, -0.7, -9
O=C1/C(=C/c2cccs2)CCc2ccccc21
 : -1.7, -7, -6, -9, 14, 22, 93, -2.5, -3
CC(=O)Nc1ccc(NC(=O)C(OC(=O)c2ccccc2)C(OC(=O)c2ccccc2)C(=O)O)cc1 (configuration not stated)
 : 0.7, -2, 1, 1, -5, -7, 99, 0.2, -5
Cc1nnc(SCC(=O)NC(=O)Nc2ccc3c(c2)OCCO3)s1
 : 3.2, -1, -5, 0, 6, -7, 107, 0.8, 7
c1ccc(Cn2nnc3cnccc32)cc1
 : -0.2, 3, -5, -9, -2, -16, 121, 0.0, 9
O=C(c1ccc(Br)o1)N1CCN(C23CC4CC(CC(C4)C2)C3)CC1
 : 2.0, -6, -4, 3, 4, 18, 105, 0.4, 6
Cc1c(Cl)cccc1NCC(=O)NN=C1CCCC1
 : -0.1, -5, -13, -5, -12, 0, 98, -0.7, -2
COc1cc(C2C(C#N)=C(N)Oc3cc(C)n(CCc4ccccc4)c(=O)c32)cc2c1OCO2 (configuration not stated)
 : -0.3, -1, -1, -5, -2, 5, 95, -1.5, -2
Cc1ccccc1C(=O)Nc1ccnn1C1CCN(Cc2cccnc2)CC1
 : 0.4, -8, -3, -1, 7, 13, 110, -0.3, 14
C=C(C)c1cccc(C(C)(C)NC(=O)Nn2cnnc2)c1
 : -1.5, 16, 2, -7, 15, -12, 113, -0.3, 10
O=C(c1ccc2nccnc2c1)N1CCN(c2cccc(C(F)(F)F)c2)CC1
 : 1.7, ., -1, -7, ., ., ., 2.3, .
COc1ccc(-c2oc(NC(=O)CSc3nncn3C)c(C#N)c2-c2ccc(OC)cc2)cc1
 : 0.2, 1, -6, -5, 13, 9, 107, -1.0, 2
Cc1ccc(CNS(=O)(=O)c2ccccc2[N+](=O)[O-])cc1
 : 0.5, -10, -11, -2, 2, 6, 96, -0.7, 1
CC(OC(=O)C1CSC2(c3ccc(F)cc3)CCC(=O)N12)C(=O)NC(N)=O (configuration not stated)
 : 0.8, -9, -2, -5, 4, -7, 98, 0.3, 0

Arranged by value in PfM18AAP inh (lowest first): 3 of the compounds above
| Molecule | GPR7 antag | OXTR potentiate | GalR3 antag | PfM18AAP inh | NALP1 inh | MEKK2 WT-MEK5 | MEKK2mut PB1 HTS |
| --- | --- | --- | --- | --- | --- | --- | --- |
| Cc1c(Cl)cccc1NCC(=O)NN=C1CCCC1 | -5 | -13 | -5 | -12 | 0 | 98 | -2 |
| O=C(c1ccc(Br)o1)N1CCN(C23CC4CC(CC(C4)C2)C3)CC1 | -6 | -4 | 3 | 4 | 18 | 105 | 6 |
| C=C(C)c1cccc(C(C)(C)NC(=O)Nn2cnnc2)c1 | 16 | 2 | -7 | 15 | -12 | 113 | 10 |

(further entries)
Below each SMILES: V1aR counter, GPR7 antag, OXTR potentiate, GalR3 antag, PfM18AAP inh, NALP1 inh, MEKK2 WT-MEK5, OXTR agonist, MEKK2mut PB1 HTS
Cc1ccc(C(=O)NCCNC(=O)c2ccccc2)cc1
 : -0.1, 10, -3, 1, -2, -13, 96, -0.1, -1
CCc1cc(=O)oc2cc(OS(C)(=O)=O)ccc12
 : 5.6, -17, -7, -3, -4, ., 112, 1.2, 5
CC(C)Cc1nnc(NC(=O)CSc2ccccn2)s1
 : 3.1, -5, -10, -2, 17, 14, 104, -0.1, 5
CC(=O)N1CCN(CC(=O)Nc2cccc(S(=O)(=O)N3CCCCCC3)c2)CC1
 : 0.1, -8, -17, -5, -5, 14, 94, 0.3, -5
CC(=O)Nc1ccc(NC(=O)C(C)OC(=O)CNC(=O)c2ccc(-c3ccccc3)cc2)cc1 (configuration not stated)
 : 0.9, ., -3, -6, ., ., ., -0.2, .
CCN1CCN(c2c(Cl)cccc2NC(=O)c2ccc([N+](=O)[O-])o2)CC1
 : -0.7, 28*, -7, -5, 1, 31*, 82, -0.7, -10
Cc1cnc(=O)[nH]c1SCc1ccc(C(F)(F)F)cc1
 : 1.3, -3, 2, 0, -3, 2, 100, 1.4, -1
COc1ccc(S(=O)(=O)Nc2cc(C(=O)NC(C)C)ccc2N2CCOCC2)cc1
 : 1.1, 5, -5, -7, 8, 7, 93, 0.2, 1
CCCCn1c(N)c(N(CCOC)C(=O)C2CCN(S(=O)(=O)c3ccc(C)cc3)CC2)c(=O)[nH]c1=O
 : 0.6, ., -5, 0, ., ., ., 0.8, .
O=C(CCCCCCC(=O)Nc1ccccc1)NO
 : 0.6, ., -5, -3, ., ., 97, 1.5, -5
CC1=C(C(=O)OC2CCCCC2)C(c2ccco2)C2=C(CC(C)(C)CC2=O)N1 (configuration not stated)
 : -1.4, 0, -10, -3, -9, -5, 104, -2.7, 16
[O-][n+]1ccc(OCc2ccccc2)cc1
 : 0.2, ., -1, 2, ., ., ., -0.2, .
CCc1cccc(NC(=O)CCCN2C(=O)NC(C)(C)C2=O)c1
 : 0.3, ., 2, -4, ., ., ., 0.1, .
N#Cc1ccccc1Cn1c(=O)n(CCC(=O)NCc2ccco2)c(=O)c2ccccc21
 : -1.2, 0, -6, -2, 4, 14, 96, -1.9, -2
Cc1ccc(NC(=S)NCCO)c(C)c1
 : 0.2, 6, -7, 1, -8, 35, 102, 0.4, 3
NC(=O)CSc1nnc(NC(=O)c2ccc3ccccc3c2)s1
 : 0.1, ., -10, 1, ., ., ., 1.3, .
CCc1cc(Cn2nc(-c3ccccc3)cc2C(=O)NCC2CC2)on1
 : -1.1, ., -13, -6, ., ., ., -1.5, .
O=C1NC2(CCCCCCC2)C(=O)N1Cc1ccc(F)cc1
 : -1.6, -5, -8, -4, 0, 1, 103, -2.2, 1
COc1ccc(COC(=O)C2=C(C)NC(=O)NC2c2ccccc2F)cc1 (configuration not stated)
 : 4.5, 0, -9, -8, -1, 14, 102, 2.0, 1
Cc1cccc(NC(=S)Nc2cccc(C(F)(F)F)c2)n1
 : -0.6, -7, -11, -3, 8, -27, 97, -1.3, -3
COc1cc(N)c(Cl)cc1C(=O)OCC(=O)Nc1ccc(N2CCOCC2)cc1
 : 1.8, ., -7, -5, ., ., ., 3.1, .
CCC(=O)N1CCc2cc(S(=O)(=O)CCC(=O)N3CCN(c4ccccc4)CC3)ccc21
 : 0.1, -6, -8, -8, -3, 17, 103, -1.9, -1
O=C(Nc1ccc(Cl)cc1)C1C2C=CC3(O2)C1C(=O)N(CCCN1CCCCC1)C3C(=O)NC1CCCCC1 (configuration not stated)
 : 0.4, 4, -1, -8, -3, 18, 108, 0.4, 5
Cc1nc(-c2ccccc2)sc1C1(C)CC(c2c(Cl)cccc2Cl)=NO1 (configuration not stated)
 : 0.9, ., -6, -1, ., ., 103, -0.3, 5
C[C@H](CO)N1C[C@H](C)[C@@H](CN(C)S(=O)(=O)c2cccs2)Oc2ccc(NS(=O)(=O)c3ccccc3)cc2CC1=O
 : 1.4, ., -2, -1, ., ., ., 1.1, .
Cc1ccc(S(=O)(=O)NCC(c2cccnc2)N2CCOCC2)cc1 (configuration not stated)
 : 0.6, -17, -10, -2, -1, 22, 98, -0.6, 2
CN1CCc2c(C#N)c(N3CCOCC3)nc(NCC3CCCO3)c2C1 (configuration not stated)
 : 1.0, -8, 2, -4, -5, 10, 81, -0.2, -18
COc1ccc(C(=O)CN(C(=O)c2ccc(Cl)cc2)N2C(=O)C3CCCCC3C2=O)cc1 (configuration not stated)
 : -1.4, 3, -4, -2, -12, 20, 100, -1.3, -1
